C2C12 statin – protects C2C12 myotubes from simvastatin toxicity. AID 602340. ATP luminescence, 48 h; scaled: DMSO 0, geranylgeraniol control 100. 330,000 tested, 0.78% active. rescue of ATP level, % at 7.49 µM;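 active = mean ATP rescue above about 67%, or every replicate alone reaching that limit, limit read from the data, passing the limit was not always enough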;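 note: myotubes were challenged with 10 µM simvastatin during compound exposure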
PGC1a acetyl inh – modulators of PGC1a acetylation. U2OS PGC1a acetylation, AlphaScreen anti-acetyl-lysine; with virally co-expressed GCN5 acetyltransferase. 350,000 tested, 0.17% active. inhibition, % at 15.6 µM. AID 651687;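 active = every replicate shows inhibition of at least 40%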;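 note: 0% = neutral control wells and 100% = positive control wells; some results beyond the cut were filed as inactive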
Cneo AK release – Cryptococcus neoformans lysis via adenylate kinase release | C. neoformans lysis, adenylate kinase release luminescence, 4 h; normalised: neutral wells 0, clomiphene wells 100 | lysis activity, % at 15 µM | 360,000 tested, 0.2% active | AID 651654;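 active = mean lysis activity across replicates of at least 80%, whatever share of replicates individually reach that level; inactive = mean lysis activity below 80%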
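Assay system: Cryptococcus neoformans yeast cells / Dosing: single-point compound dose / Timing: 4 h at 37 °C static, read 1 h later / Measured by: luminescence of released adenylate kinase using an AK detection reagent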
LGR2 inh – blocks bursicon-induced cAMP signaling via Drosophila LGR2; AID 720647; inhibition, % at 9.99 µM; 380,000 tested, 0.35% active; HEK293 LGR2, CRE-luciferase, bursicon-stimulated, 4 h;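 active = drop in luminescence signal, shown as inhibition above about 50% in the replicate tests, limit read from the data, passing the limit was not always enough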;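 note: agonist challenge used bursicon conditioned medium at about half maximal strength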
Xi reactivation – X-chromosome reactivation activator | XiGFP mouse fibroblasts, % GFP-positive cells imaging, 3 d; cells co-treated with 5-aza-dC sensitizer; scaled so ellipticine positive control = 100% | activation, % at 7.58 µM | 360,000 tested, 0.055% active;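 active = mean normalized replicate activation at least 10% and every replicate at or above 10%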;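 note: 0% = median of on-plate neutral control wells and 100% = ellipticine 6 µM median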
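assay system = SV40-immortalized XiGFP fibroblast cells, line 68-5-11 | buffer or medium = DMEM plus 5-aza-dC sensitizer | doses = single-point pinned compound dosing | times = 3-day compound exposure, then 15 min fixation at room temperature | benchmarks = positive control ellipticine, 6 µM final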
ERAP1 inh – blocks human ERAP1 aminopeptidase activity. AID 652197. 340,000 tested, 0.15% active. Q9NZ08. inhibition, % at 10.7 µM. recombinant ERAP1, Leu-AMC fluorescence, 60 min;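 active = mean replicate inhibition of at least 30%, or all replicates individually reaching that 30% level; inactive = mean below 30% and not every replicate reaching it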;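 note: 0% = neutral control wells and 100% = L-leucinethiol positive control wells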
S100A4 MyoIIA – S100A4-myosin IIA interaction inhibition | P26447 | S100A4/TAMRA-MyoIIA peptide fluorescence polarization | inhibition, % at 10.7 µM | 360,000 tested, 0.14% active;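 active = mean inhibition of at least 70% across replicates, with every replicate also reaching that level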
Target sequence (P26447 whole entry, looked up): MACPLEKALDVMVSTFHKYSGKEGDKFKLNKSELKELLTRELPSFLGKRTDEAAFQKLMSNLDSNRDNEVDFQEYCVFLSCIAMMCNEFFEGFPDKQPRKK
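assay system = human S100A4 monomer with TAMRA-labelled myosin IIA peptide | also added = labelled myosin peptide probe, 5 nM | incubation = 5 min between mix addition and reading | control set = DMSO and TFP controls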
SIRT5 inh – blocks human SIRT5 desuccinylation of peptide. Purified SirT5, succinyl-peptide AMC, trypsin-coupled fluorescence. inhibition, % at 15 µM. Q9NXA8. 330,000 tested, 1.1% active; in the data active = inhibition above about 15%
Target sequence (Q9NXA8 whole entry, looked up): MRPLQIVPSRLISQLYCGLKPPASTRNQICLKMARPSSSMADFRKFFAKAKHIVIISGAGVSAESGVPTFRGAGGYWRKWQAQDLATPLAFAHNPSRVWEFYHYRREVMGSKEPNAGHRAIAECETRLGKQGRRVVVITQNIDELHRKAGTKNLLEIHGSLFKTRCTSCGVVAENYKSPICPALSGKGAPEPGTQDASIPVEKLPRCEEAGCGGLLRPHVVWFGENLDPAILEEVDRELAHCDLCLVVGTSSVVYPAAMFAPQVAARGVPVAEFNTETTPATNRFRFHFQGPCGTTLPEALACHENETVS
* = called active by the depositor; x = no result given; & = joins results of further samples. A portion of the library; the hit share may differ from the screen's.

molecule	SIRT5 inh	Xi reactivation	LGR2 inh	C2C12 statin	Cneo AK release	S100A4 MyoIIA	PGC1a acetyl inh	ERAP1 inh
O=C(Nc1c(-c2ccc3c(c2)OCO3)[nH][nH]c1=O)c1ccccc1	x	-0.1	-32	4	-21	1	2	x
O=S(=O)(c1ccccc1F)N1CCCCN2[C@H](CO)[C@@H](c3ccc(-c4ccccc4)cc3)[C@@H]2C1	12	x	x	x	-1	1	-11	-1
C[C@@H]1CN([C@@H](C)CO)C(=O)Cc2cc(NC(=O)c3ccncc3)ccc2O[C@@H]1CN(C)Cc1ccc(C(F)(F)F)cc1	10	-0.9	0	1	1	12	-19	2
Cn1cc(SCC(=O)NCCc2ccccc2)c2ccccc21	0	0.1	19	x	x	3	-4	-1
Cc1nc2c(cc1C#N)C(=O)c1ccccc1-2	-7	0.0	5	x	x	2	x	2
Cc1cc(OCC(=O)NNC(=S)NC(=O)c2cccs2)ccc1Cl	3	0.1	15	x	-2	3	x	-5
O=C(Cn1sc2ccccc2c1=O)Nc1ccc(F)cc1	-3	0.3	11	18	1	-2	x	29
Cc1ccc(S(=O)(=O)N/N=C/c2cccs2)cc1	-1	0.0	3	x	x	1	x	2
COc1ccc(S(=O)(=O)N(C)C[C@H]2Oc3ccc(NC(=O)Cn4cnnn4)cc3C(=O)N([C@H](C)CO)C[C@@H]2C)cc1	4	-0.6&0.2	-18&-14	0	0&-1	-2&-2	0&13	-3&2
Cc1ccccc1-c1ccccc1CN1[C@@H](C(C)C)COCCS1(=O)=O	x	0.0	-5	-2	1	2	0	x
CCOC(=O)c1ccccc1NC(=O)COC(=O)CCNS(=O)(=O)c1ccccc1	-1	0.0	-2	x	2	6	x	3
CCN1CCN(c2nc3c(c(=O)[nH]c(=O)n3C)n2Cc2ccccc2)CC1	-1	-0.1	7	-5	0	-2	-9	2

Next entries follow.
molecule	SIRT5 inh	Xi reactivation	LGR2 inh	C2C12 statin	Cneo AK release	S100A4 MyoIIA	PGC1a acetyl inh	ERAP1 inh
Nn1cnnc1N/N=C/c1ccccc1C(F)(F)F	0	0.8	8	1	1	13	-7	2
CCS(=O)(=O)Nc1ccc2c(c1)C(=O)N(C)C[C@@H](OC)[C@H](C)CN(Cc1cccnc1)[C@H](C)CO2	-8	0.0	-14	1	3	-2	x	2
CCOC(=O)c1ccc(NS(=O)(=O)c2c(N)n(C)c(=O)n(C)c2=O)cc1	x	0.0	-12	5	0	x	11	x
c1ccc2c(Nc3nncs3)c3ccccc3nc2c1	-5	0.0	-29	21	-1	-6	-7	-13
O=C(Cc1ccccn1)N[C@@H]1CC[C@H](CCNS(=O)(=O)c2cccc(F)c2)O[C@H]1CO	0	0.8	3	-9	1	6	2	0
CC(C)C[C@H]1CN([C@@H](CC(C)C)CN2CCC[C@@H]2CN2C(=S)NC[C@@H]2Cc2ccc(O)cc2)C(=S)N1CCc1ccccc1	x	0.0	5	-12	0	-1	-1	x
C[C@@H]1CN([C@H](C)CO)C(=O)c2cc(NC(=O)c3ccccc3)ccc2O[C@@H](C)CCCCO[C@@H]1CN(C)CC1CCCCC1	9	0.1	14	x	44	43	1	3
Cc1nc2ccccc2c(=O)n1-c1ccc(F)c(NC(=O)c2cccs2)c1	-3	0.0	-15	2	0	1	x	2
Cc1cc(NC(=O)c2ccc3c(c2)C(=O)N(CC(C)C)C3=O)no1	0	0.1	-7	x	x	-3	x	x
O=C(Nc1ccc(C(F)(F)F)cc1)N[C@H]1C=C[C@@H](CC(=O)N2CCCCC2)O[C@@H]1CO	5	0.3	1	-46	-1	128*	3	1
O=S(=O)(c1ccccc1)N1CCCCN2[C@H](C1)[C@H](c1ccc(-c3cncnc3)cc1)[C@@H]2CO	0	0.0	0	x	-3	-10	-4	0
O=C(Nc1nnc(SCc2ccc(F)cc2)s1)C1=COCCO1	-2	-0.1	-30	-26	-2	-2	0	3

At a glance, some entries already given.
molecule	SIRT5 inh	Xi reactivation	LGR2 inh	C2C12 statin	Cneo AK release	S100A4 MyoIIA	PGC1a acetyl inh	ERAP1 inh
Nn1cnnc1N/N=C/c1ccccc1C(F)(F)F	0	0.8	8	1	1	13	-7	2
CCS(=O)(=O)Nc1ccc2c(c1)C(=O)N(C)C[C@@H](OC)[C@H](C)CN(Cc1cccnc1)[C@H](C)CO2	-8	0.0	-14	1	3	-2	x	2
CCOC(=O)c1ccc(NS(=O)(=O)c2c(N)n(C)c(=O)n(C)c2=O)cc1	x	0.0	-12	5	0	x	11	x
c1ccc2c(Nc3nncs3)c3ccccc3nc2c1	-5	0.0	-29	21	-1	-6	-7	-13

Going on with the list:
molecule	SIRT5 inh	Xi reactivation	LGR2 inh	C2C12 statin	Cneo AK release	S100A4 MyoIIA	PGC1a acetyl inh	ERAP1 inh
Cc1ccc(S(=O)(=O)N2CCN(C(=O)c3c(-c4ccccc4)noc3C)CC2)c(C)c1	-2	0.2	6	-5	7	-9	x	-4
Cc1ccc(/C=N/NC(=O)CNC(=O)COc2ccccc2)cc1	0	-0.1	x	x	x	-1	x	-1
Cc1ccc(C)c(S(=O)(=O)c2c(N)n(/N=C/c3ccco3)c3nc4ccccc4nc23)c1	-1	x	-1	-5	0	-5	x	2
Fc1ccc(-c2nc3c4ccccc4ccn3c2Cc2ccccc2)cc1	-1	0.0	10	9	1	1	3	x
COc1ccc(CCN(C)C(=O)c2cccc(S(=O)(=O)N3CCN(c4ccc(F)cc4)CC3)c2)cc1OC	-4	0.1	-17	-15	-1	-19	7	-1
O=C(C[C@@H]1C/C=C\C[C@H](Cc2ccc(F)cc2)C(=O)OC[C@H]2CCCN2C1=O)N[C@H](CO)Cc1ccccc1	x	0.1	3	-24	5	5	0	-1
C[C@H](CO)N1C[C@H](C)[C@H](CN(C)Cc2ccc(-c3ccccc3)cc2)Oc2c(NC(=O)NC3CCCCC3)cccc2C1=O	8	-1.3	5	11	-1	1	-16	3
C[C@@H]1CN([C@@H](C)CO)C(=O)Cc2cc(NS(=O)(=O)c3ccc(F)cc3)ccc2O[C@H]1CN(C)Cc1ccc(C(=O)O)cc1	6	-0.2	-5	x	x	-1	0	-2
CC1=C(C(=O)N2CCOCC2)CC(CC(=O)NCC2CCCCC2)C(=O)N1CCC1=CCCCC1 (stereo not drawn)	23*	0.4	-4	-4	0	-4	2	-3
COc1cccc(NC(=O)c2ccnc(N3CCC(C(=O)NCc4ccccc4OC)CC3)c2)c1	-4	-0.1	-23	-38	-3	0	-11	6
COc1cc2[nH]c3c(Cl)ncnc3c2cc1OC	x	0.0	7	-2	3	x	28	x
O=C(O)c1cc(-c2cccs2)nc2cc3c(cc12)OCCO3	x	0.2	19	-11	-3	0	-4	x

More entries follow:
molecule	SIRT5 inh	Xi reactivation	LGR2 inh	C2C12 statin	Cneo AK release	S100A4 MyoIIA	PGC1a acetyl inh	ERAP1 inh
COc1ccccc1NC(=O)Nc1nnc(CC(=O)Nc2ccccc2)s1	-6	0.3	11	x	x	0	x	-3
CNc1ccc(C=C2C=Cc3ccccc32)cc1	1	0.1	-10	-3	x	-4	3	2
CCc1cccc(NS(=O)(=O)c2csc(C(N)=O)c2)c1	-2	0.0	8	-5	0	5	2	0
Cc1ccc(S(=O)(=O)N2CCN(C(=O)Cn3c(=O)oc4ccccc43)CC2)cc1	-6	0.1	-26	8	-2	17	-6	2
N/C(=N\OC(=O)COc1ccc2ccccc2c1Br)c1cccnc1	1	0.0	-59	x	x	-5	x	9
COc1ccc2c(c1)C(=O)CC(c1ccc3c(c1)OCCO3)O2 (stereo not drawn)	-6	0.2	-62	-9	1	-2	-9	-3
C=CCn1c(-c2ccc(F)cc2)n[nH]c1=S	-2	0.1	2	x	x	5	x	10
O=C(Nc1ccc2c(c1)[C@H]1C[C@@H](CC(=O)N3CCc4ccccc4C3)O[C@H](CO)[C@H]1O2)Nc1ccccc1F	x	0.3	13	9	1	6	5	1
O=C(CCNC(=O)c1ccccc1)NNC(=O)c1ccc(F)cc1	-3	0.0	-6	4	6	-3	x	0
Cc1ccccc1NC(=O)Cc1nc(COC(=O)CNC(=O)c2ccc(Cl)cc2Cl)cs1	2	0.0	-6	x	x	-3	x	-1
CC(=O)OC1OCCOC1NC(=S)Nc1ccc(C)cc1 (stereo not drawn)	-2	0.1	1	-10	-1	1	x	5
COc1ccccc1C#Cc1ccc2c(c1)[C@H]1[C@H](CCN1C(=O)c1ccc(F)cc1)[C@H](CO)N2	1	0.1	23	-40	10	15	-8	-1

Continued.
molecule	SIRT5 inh	Xi reactivation	LGR2 inh	C2C12 statin	Cneo AK release	S100A4 MyoIIA	PGC1a acetyl inh	ERAP1 inh
CC(OC(=O)CSc1ccc(F)cc1)C(=O)NC1(C#N)CCCCC1 (stereo not drawn)	0	0.0	7	x	-1	1	x	0
N#CCc1ccc(Oc2ccc([N+](=O)[O-])cn2)cc1	2	0.2	8	x	x	1	x	5
O=C(Nc1ccc(Br)cc1)c1cccc(S(=O)(=O)Nc2ccccn2)c1	3	0.2	-7	0	0	0	3	-5
CC(=O)Nc1cccc(/C(C)=N/NS(=O)(=O)c2ccccc2)c1	0	0.0	-26	x	4	-4	3	6
O=C(CCl)Nc1cccc(S(=O)(=O)NC2=NCCCCC2)c1	-2	0.3	-6	6	0	21	-10	-2
COc1cccc(C(C)NC(=O)Nc2ccccc2Cl)c1 (stereo not drawn)	1	-0.1	1	x	x	-8	x	-4
CC(=O)n1cc(/C=N/NC(=O)c2ccccc2O)c2ccccc21	3	0.0	-31	-10	-1	1	x	1
Cc1cc(C)n(CC(=O)N2CCCC(N3CCN(Cc4ccc5c(c4)OCO5)CC3)C2)n1 (stereo not drawn)	1	0.0	-2	x	-1	-3	1	-4
O=C(COc1ccc(S(=O)(=O)NC2CCCCC2)cc1)N1CCN(c2cccc(Cl)c2)CC1	-2	x	18	49	1	-2	-7	-1
CCN(CC)CC1C(=O)N(c2ccc(OC)cc2)C1c1ccccc1 (stereo not drawn)	-5	0.2	21	-30	0	5	x	-1
CCOC(=O)C1CCCN(C(=O)CCc2nc3sc4c(c3c(=O)[nH]2)CCCC4)C1 (stereo not drawn)	-2	0.0	-9	-4	-4	1	0	2
COc1cc2c(cc1OC)CN(C(=O)[C@@H]1[C@H]3C(=O)O[C@H](c4ccccc4)[C@H](c4ccccc4)N3[C@H](c3ccc(OCCO)cc3)[C@@]13C(=O)Nc1ccc(C#CC4(O)CCCCCC4)cc13)CC2	0	x	x	x	39	-13	x	2

Continued.
molecule	SIRT5 inh	Xi reactivation	LGR2 inh	C2C12 statin	Cneo AK release	S100A4 MyoIIA	PGC1a acetyl inh	ERAP1 inh
CCc1ccc(-c2cc(C(=O)N/N=C/c3c[nH]c4ccccc34)[nH]n2)cc1	-1	-0.1	x	12	-2	-1	-6	-1
O=C(c1ccc(Cl)cc1)c1ccc(Oc2cc(NN3CCCCC3)c([N+](=O)[O-])cc2[N+](=O)[O-])cc1	0	-0.3	5	4	6	-1	6	0
Fc1ccccc1OCCCCN1CCCCC1	2	0.0	-4	15	2	3	x	1
COc1ccc(/C=C(\C#N)C(=O)NCc2ccccc2)cc1O	2	0.0	0	11	-1	0	-11	2
C[C@H]1CCCCO[C@@H](CN(C)C(=O)Nc2ccc(C(F)(F)F)cc2)[C@@H](C)CN([C@@H](C)CO)C(=O)c2cc(NC(=O)Nc3ccc(F)cc3)ccc2O1	8	0.0	-1	-2	-4	-20	5	3
COc1cc(CCC(=O)NCc2ccc(F)cc2)cc(OC)c1OC	2	-0.1	-8	7	-1	-4	4	12
Cc1ccc(S(=O)(=O)NCC(=O)N(CC(=O)NCc2ccco2)Cc2ccco2)cc1	-2	0.0	-1	7	7	5	-5	-2
Cc1cccc(C)c1C(O)c1ncc(-c2ccccc2C(F)(F)F)[nH]1 (stereo not drawn)	x	-0.2	-1	-3	-2	-1	x	3
